Assay outcomes as filed in PubChem BioAssay.
Insulin prom up – MIN6 insulin promoter up-regulation. MIN6 insulin promoter-GFP reporter, high-content imaging; active compounds read high. z-score at 5 µM. 0.3% of 190,000 active;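 active = z-score above 3 at 5 µM with at least 500 cells counted in the well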
PMI inhibitors – MPI enzyme activity inhibition – biochemical, fluorescence intensity, coupled assay, primary screen (AID 1209); purified PMI enzyme, coupled fluorescence intensity; higher % means a stronger effect; inhibition, % at 20 µM; hits with a dose series show IC50 in µM; 0.42% of 190,000 active;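 note: plate controls were DMSO vehicle for no effect and wells lacking substrate for full effect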
PMI inhibition – human PMI inhibitors, high substrate, primary screen, biochemical, fluorescence intensity, high mannose 6-phosphate (AID 1220); recombinant PMI enzyme, coupled fluorescence intensity; higher % means a stronger effect; one-dose inhibition, % at 20 µM; IC50 in µM for titrated hits; 0.66% of 190,000 active
bCat nuc transl – modulators of beta-catenin nuclear translocation. HeLa beta-catenin nuclear translocation, immunofluorescence imaging. nuclear translocation activity, % at 5 µM. 0.3% of 190,000 active. AID 1665;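 active = nuclear translocation activity above 50% at 5 µM, with a well cell count of 50 or more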;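 note: per-cell ratio of nuclear to cytoplasmic median beta-catenin stain intensity; plate controls were DMSO negative control for no effect and GSK-3 inhibitor IX positive control for full effect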
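Test system: human HeLa cells, endogenous beta-catenin. Times: 24 h compound exposure, 37°C. Measured by: beta-catenin immunofluorescence imaging with DAPI.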
Autophagy mod – modulators of autophagy; 0.98% of 190,000 active; calls only at 10 µM (by protocol); MEF GFP-LC3 puncta imaging; test concentration mostly 10 µM; AID 463193;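 active = percentage of spot-positive cells more than 3 SD above its plate mean, without a fluorescence outlier flag or 80% toxicity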;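 note: spot-positive cell cutoff set from DMSO-treated cells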
Lipid droplet – modulators of hepatic lipid droplet formation; AML12 mouse hepatocytes, oleate lipid droplets, BODIPY imaging; inhibition, % at 6.5 µM; 0.4% of 240,000 active;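 active = lipid droplet intensity inhibited by at least 50%, with more than 500 cells counted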
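Assay system: AML12 mouse liver cells | Compound: 6.5 µM single-point dosing | Schedule: Overnight exposure | Technique: Fluorescence imaging, 20x objective, two fields per well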
MT stabilizer – stabilizes microtubules in HeLa cells. HeLa tubulin immunostaining HCS, 24 h; share of cells brighter than vehicle mean+2SD. % tubulin-high responders, % at 10 µM. 0.83% of 200,000 active. AID 2205;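 active = plate Z-score above 3 for both tubulin-high and condensed-nucleus cell shares, with cell loss under 80%, at 10 µM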;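 note: anti alpha tubulin signal scored within the nucleus-defined area of each cell; some results filed as inactive read as strong as hits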
TNAP activation fold – stimulation of alkaline phosphatase TNAP activity – biochemical, luminescent, no phosphate acceptor, uHTS, primary screen (AID 1001); 0.03% of 200,000 active; purified TNAP, luminescent activation assay, no phosphate acceptor; higher activation fold means a stronger effect; activation fold at 20 µM, or EC50 in µM where a hit was titrated; in the data active = activation fold from about 3, or a potency from the dose series; inactive = the rest, 99 in 100 with activation fold below about 1.6; note: many of its hits are not listed in these tables
T cell HTS – modulates CD8 T cell binding to vesicles | calls only at 7 µM | 0.068% of 330,000 active | 2C CD8+ T cell-vesicle binding, flow cytometry; active compounds read low | AID 2052;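 active = response, share of CD8 T cells binding vesicles, and their 90th percentile fluorescence all below set limits, cut at about 80% in these data, passing the limit was not always enough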
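Incubation: binding step 1.5 h, 37 °C, antibody labelling 20 min, ice; system: murine 2C transgenic CD8+ T lymphocytes; technique: cytometric PE anti-B7-1 and Alexa647 anti-CD8 signals after 1% paraformaldehyde fixation; also added: QL9-charged Drosophila Ld/ICAM-1/B7-1 vesicles; control set: naked versus QL9-loaded vesicles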
Insulin prom up cell count – also measured in Insulin prom up; calls as there; cell count; measured here: cytotoxicity, nuclei count;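 total cells summed across four imaged fields per well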
Lipid droplet cells 6.5 µM – recorded beside Lipid droplet, whose call it bears; cell count; measured here: cell count, cytotoxicity flag;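 cells counted across two imaged fields per well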
bCat nuc transl cell count 5 µM – further read-out of bCat nuc transl, marked with its call; cell count; measured here: cell count, cytotoxicity flag
T cell HTS vesicle-bound % – recorded beside T cell HTS, whose call it bears; double positive events, %; measured here: CD8+ vesicle-bound cell fraction;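 binding gate set so that unloaded-vesicle control wells show 10% double positive cells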
MT stabilizer Hoechst-high % – recorded beside MT stabilizer, whose call it bears; % Hoechst-high responders; measured here: nuclear condensation Hoechst responders;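 share of cells brighter than vehicle mean plus two SD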
MT stabilizer cytotoxicity % – further read-out of MT stabilizer, marked with its call; toxicity, %; measured here: cytotoxicity by cell density;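 0% = mean cell density of plate MIN control wells and 100% = no cells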
Autophagy mod cell loss 18 h – also measured in Autophagy mod; calls as there; toxicity, %; measured here: cell loss, nuclei count;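 cell loss after 18 h compound exposure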
* hit, by the source's call; i = inactive; · = not tested or not shown. Cut-off read from the data, not from the text of the source, unless noted: active = inhibition above about 50%; inactive = the rest.

Molecule	TNAP activation fold	bCat nuc transl cell count 5 µM	T cell HTS	MT stabilizer cytotoxicity %	Insulin prom up	Lipid droplet cells 6.5 µM	T cell HTS vesicle-bound %	Autophagy mod cell loss 18 h	PMI inhibition	PMI inhibitors	Autophagy mod	Lipid droplet	bCat nuc transl	Insulin prom up cell count	MT stabilizer Hoechst-high %	MT stabilizer
O=Cc1cnc(N2CCN(c3ccccc3)CC2)s1	1	864	i	2.8	0.19	741	31	-24	22%	16%	i	11	2.0	1632	1.1	3.4
Cc1ccc(S(=O)(=O)Oc2ccccc2/C=N/Nc2ccc(C(=O)O)cc2)cc1	·	1268	i	·	0.06	655	48	·	·	·	·	5	-0.1	1122	·	·
O=C(CN1C(=O)C2CC=CCC2C1=O)OCCN1C(=O)c2ccccc2C1=O (stereo not given)	1.1	1024	i	11	·	·	15	18	6%	8%	i	·	-2.3	·	2.0	2.4
CCC/C=N/NC(=O)c1ccc(F)cc1	1.1	964	i	8.4	0.24	707	67	14	-1%	0%	i	-1	3.1	1187	1.6	4.0
Cc1ccc(C)c(NS(=O)(=O)c2ccc(OCC(=O)NCc3ccccn3)cc2)c1	1	1435	i	7.1	0.51	697	56	8	-6%	-3%	i	6	-0.3	1485	3.3	1.7
CC(=O)NCc1ccc(S(=O)(=O)N/N=C/c2ccccc2)cc1	0.9	938	i	6.0	0.17	648	61	-15	-4%	-17%	i	-9	0.5	1354	2.3	4.6
COc1ccc(NC(=O)NCCc2ccc(Cl)cc2)cc1OC	1.1	1144	i	5.4	-0.14	680	48	20	-10%	3%	i	8	0.2	1432	2.0	2.2
c1nc(N2CCC3(CC2)OCCO3)c2[nH]cnc2n1	1	561	i	13	0.6	712	38	2	-1%	-4%	i	21	4.3	1306	1.6	5.0
COc1cccc(C(=O)NCCCn2ccnc2)c1	1	1087	i	7.5	0.66	667	46	19	6%	-2%	i	1	-1.7	1658	1.1	3.6
O=C(CCc1ccccc1)Nc1cc2c(cc1Cl)OCCO2	1	543	i	7.6	-0.04	748	8	-8	0%	1%	i	0	3.0	1285	3.3	6.6
COc1ccc(NC2=NCCC(=O)N2Cc2cccs2)cc1	1.1	765	i	5.7	0.75	·	29	7	-11%	-13%	i	·	-2.0	1121	1.7	1.7
COc1ccc(CNc2cc([N+](=O)[O-])ccc2OC)cc1	1	1315	i	2.6	-0.11	·	57	5	1%	1%	i	·	-0.1	1743	1.4	1.8

Entries listed so far that have a Cl atom:
Molecule	TNAP activation fold	bCat nuc transl cell count 5 µM	T cell HTS	MT stabilizer cytotoxicity %	Insulin prom up	Lipid droplet cells 6.5 µM	T cell HTS vesicle-bound %	Autophagy mod cell loss 18 h	PMI inhibition	PMI inhibitors	Autophagy mod	Lipid droplet	bCat nuc transl	Insulin prom up cell count	MT stabilizer Hoechst-high %	MT stabilizer
COc1ccc(NC(=O)NCCc2ccc(Cl)cc2)cc1OC	1.1	1144	i	5.4	-0.14	680	48	20	-10%	3%	i	8	0.2	1432	2.0	2.2
O=C(CCc1ccccc1)Nc1cc2c(cc1Cl)OCCO2	1	543	i	7.6	-0.04	748	8	-8	0%	1%	i	0	3.0	1285	3.3	6.6

Arranged by molecular weight (largest number first): 4 of the compounds above
Molecule	TNAP activation fold	bCat nuc transl cell count 5 µM	T cell HTS	MT stabilizer cytotoxicity %	Insulin prom up	Lipid droplet cells 6.5 µM	T cell HTS vesicle-bound %	Autophagy mod cell loss 18 h	PMI inhibition	PMI inhibitors	Autophagy mod	Lipid droplet	bCat nuc transl	Insulin prom up cell count	MT stabilizer Hoechst-high %	MT stabilizer
Cc1ccc(S(=O)(=O)Oc2ccccc2/C=N/Nc2ccc(C(=O)O)cc2)cc1	·	1268	i	·	0.06	655	48	·	·	·	·	5	-0.1	1122	·	·
O=C(CCc1ccccc1)Nc1cc2c(cc1Cl)OCCO2	1	543	i	7.6	-0.04	748	8	-8	0%	1%	i	0	3.0	1285	3.3	6.6
COc1ccc(CNc2cc([N+](=O)[O-])ccc2OC)cc1	1	1315	i	2.6	-0.11	·	57	5	1%	1%	i	·	-0.1	1743	1.4	1.8
c1nc(N2CCC3(CC2)OCCO3)c2[nH]cnc2n1	1	561	i	13	0.6	712	38	2	-1%	-4%	i	21	4.3	1306	1.6	5.0

(more compounds)
Molecule	TNAP activation fold	bCat nuc transl cell count 5 µM	T cell HTS	MT stabilizer cytotoxicity %	Insulin prom up	Lipid droplet cells 6.5 µM	T cell HTS vesicle-bound %	Autophagy mod cell loss 18 h	PMI inhibition	PMI inhibitors	Autophagy mod	Lipid droplet	bCat nuc transl	Insulin prom up cell count	MT stabilizer Hoechst-high %	MT stabilizer
CC(=O)Nc1ccc(S(=O)(=O)N(C)c2ccc(O)cc2)cc1	1.1	731	i	6.6	0.65	·	35	43	4%	2%	i	·	-4.5	1024	1.1	2.4
C/C(=N\NC(=O)c1nn(C)cc1Br)c1cccc(NC(=O)C(C)(C)C)c1	1.1	1082	i	7.1	0.43	784	35	-4	-5%	8%	i	6	1.1	887	0.9	1.5
COC(=O)CSc1nc2cc(Cl)ccc2c(=O)n1C1CCCC1	1.1	933	i	11	0.12	·	48	-12	4%	2%	i	·	-0.9	1125	2.1	1.7
Cc1cc(C)nc(SCC(CSc2nc(C)cc(C)n2)C(=O)O)n1	1	939	i	3.9	·	695	35	26	10%	13%	i	-27	1.9	·	1.7	3.1
CCOc1ccc(CN(C(=O)c2oc3ccccc3c2C)C2CCS(=O)(=O)C2)cc1 (stereo not given)	1.1	1393	i	22	1	·	32	9	7%	11%	i	·	2.9	1502	14	26
COc1ccc(CNC(=O)CSc2nnc(-c3ccc(NC(C)=O)cc3)n2C)cc1	1.1	1152	i	3.8	0.43	845	30	10	4%	5%	i	16	-2.3	922	1.5	3.1
COc1cc2c(cc1OC)/C(=C/c1ccc(Cl)cc1)C(=O)OC2	1	558	i	2.1	-0.11	610	53	2	3%	1%	i	1	-4.8	1359	2.6	6.8
O=C(COC(=O)/C=C/c1ccc([N+](=O)[O-])cc1)NCc1ccc2c(c1)OCO2	·	1160	i	·	-0.11	695	31	·	·	·	·	5	-2.5	1469	·	·
CCC(CC)C(=O)Nc1ccc(Sc2ccc([N+](=O)[O-])cc2)cc1	1.1	1398	i	4.1	-1.4	·	24	4	8%	11%	i	·	0.9	900	1.4	2.5
CN(C)S(=O)(=O)N(CC(=O)NCCSCc1ccc(Cl)cc1)c1ccccc1	1	1190	i	1.3	1.3	706	41	-22	0%	8%	i	20	0.7	1449	2.1	2.3
CCOc1ccc(Nc2nc3cc(S(=O)(=O)CC)ccc3o2)cc1	·	1286	i	·	0.88	725	55	·	·	·	·	12	1.0	1385	·	·
COc1ccc(-c2csc(NC(=O)C3CCCO3)n2)cc1 (stereo not given)	1	783	i	8.5	-0.33	·	28	10	15%	18%	i	·	-0.9	921	1.2	1.1
COc1ccc2[nH]c(=O)c(CN(Cc3ccc(C)cc3)Cc3nnnn3CC3CCCO3)cc2c1 (stereo not given)	1	1132	i	10.0	0.32	724	32	-45	-12%	1%	i	-15	1.9	982	2.2	2.4
CC1(C)Cc2c(sc(/N=C/N3CCCCC3)c2C#N)C(C)(C)N1	1.1	1313	i	7.4	0.14	787	36	-18	0%	4%	i	0	-2.7	912	1.0	1.4
COc1ccc(/C=C/C(=O)OCc2csc(-c3ccccc3)n2)cc1OC	0.7	1210	i	11	0.31	621	42	2	2%	10%	i	-6	0.1	1457	2.2	2.6
CN1C(=S)SC(N2OC3C(=O)N(c4ccccc4)C(=O)C3C2c2ccc(Cl)cc2)C1(C)C (stereo not given)	1	1020	i	1.7	-0.22	607	33	-4	6%	16%	i	4	2.5	1503	1.8	5.0
CCn1c(SCC(=O)Nc2cc(C)nn2-c2ccccc2)nnc1-c1cccs1	·	1314	i	·	-0.26	706	26	·	·	·	·	-38	-0.7	1001	·	·
O=C(O)c1ccc(C[n+]2c(-c3ccccc3)csc2Nc2ccccc2)cc1	1.1	1070	i	5.3	-0.28	698	16	10	-13%	-10%	i	-1	0.4	1399	2.2	3.2
COc1ccc(-c2noc(COc3ccccc3OC)n2)cc1OC	1.2	1106	i	9.0	0.9	659	38	-5	11%	10%	i	-22	-1.4	1998	4.4	4.6
COc1cccc(NC(=O)CC2S/C(=N\S(=O)(=O)c3ccccc3)N(c3ccccc3)C2=O)c1 (stereo not given)	1	990	i	2.3	0.73	608	31	7	6%	10%	i	-1	-0.7	1297	2.1	2.3
C=CCN1C(=O)C2C(C(=O)NC)C3(C)C=CC2(O3)C1C(=O)NCc1ccc(OC)cc1 (stereo not given)	1.1	1263	i	7.8	-0.38	754	36	-14	8%	10%	i	7	-4.8	1143	2.5	3.1
O=C(/C=C/c1cccs1)c1cc(Br)ccc1OC(=O)N1CCOCC1	1	483	i	23	-1.5	776	26	25	-1%	3%	i	-10	3.3	1068	0.9	8.7
O=C(O)C1CCC(CN(Cc2cccc(Br)c2)C(=S)Nc2ccccc2F)CC1 (stereo not given)	1.1	1125	i	0.5	-0.49	707	37	34	-3%	-6%	i	9	-1.6	1283	2.9	3.4
O=c1c(N=Nc2ccc(O)cc2)c(-c2ccccc2)[nH]n1-c1ccc([N+](=O)[O-])cc1	0.9	1154	i	0.6	0.19	752	49	17	-10%	-10%	i	19	0.3	1205	0.8	2.5
CN(C)c1ccc(NC(=O)Nc2cccc3ccccc23)cc1	1.1	1003	i	3.3	-1	638	29	-4	26%	11%	i	3	-4.1	1566	0.9	1.5
COc1ccc(S(=O)(=O)c2nnn(-c3cccc(Cl)c3)c2N)cc1	1	1062	i	4.0	0.68	698	51	7	13%	16%	i	-7	0.0	1243	2.9	3.7
Cc1cc(N2CC(C)OC(C)C2)nc2ccccc12 (stereo not given)	1	1006	i	3.2	-0.11	654	56	-4	-14%	-19%	i	3	0.5	1162	2.2	3.7
Cn1cnc([N+](=O)[O-])c1Nc1cccc(O)c1	1	1495	i	4.1	0.61	·	60	33	2%	2%	i	·	0.0	1489	1.7	1.7
COc1cc(C)ccc1OCCCON1C(=O)CCC1=O	1.1	·	i	4.5	0.44	823	39	3	-2%	12%	i	6	·	822	0.8	1.3
Cc1cccc(C)c1OCc1n[nH]c(=S)n1-c1ccccc1	1.2	906	i	4.5	-0.47	638	2	1	12%	13%	i	-17	1.2	1597	2.4	0.9

Compounds were not picked by outcome (roughly 2.9% active in at least one column).
